mHTT-CaM PPI inh: disrupts binding of mutant huntingtin to calmodulin; AlphaScreen His-mHTT/GST-CaM binding, luminescence; inhibition, % at 15 µM; actives 3.6% (n = 190,000);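 further: 0% = both proteins with DMSO and 100% = one protein alone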
Pf apPOL block: Pf-apPOL DNA polymerase inhibition. Recombinant Pf-apPOL, molecular beacon fluorescence, 1.5 h. inhibition, % at 10 µM. actives 0.25% (n = 210,000). AID 1794808
The depositor's hits bear a star; & = joins results of further samples. No stated cut-off is given here; in the data, active means inhibition above about 50%; inactive means the rest. Not a hit list; any-hit rate near 3.7%.

What do the screens show for `COc1nc(-c2ccccc2)cc(-c2ccccc2)c1C#N`?
mHTT-CaM PPI inh: -32; Pf apPOL block: -16

How did Cc1cc(C)c(OCCn2ccnc2)c(C)c1 do in these assays?
mHTT-CaM PPI inh: -7; Pf apPOL block: -4

Results for O=C(NCc1cccs1)N1CCC(c2ccccc2)C1 (configuration not stated) ?
mHTT-CaM PPI inh: -14; Pf apPOL block: -37

Results for CC(C)(C)OC(=O)N1CCCC(C(=O)Nc2ccc(C(=O)N3CCCC3)cc2)C1 (configuration not stated) ?
mHTT-CaM PPI inh: 8; Pf apPOL block: 3

What do the screens show for `Cc1cccc(C2=N/C(=C\c3ccccc3F)C(=O)O2)c1`?
mHTT-CaM PPI inh: 2; Pf apPOL block: -7

How did Cc1ccccc1-c1nc2cc(NC(=O)c3ccc([N+](=O)[O-])cc3)ccc2o1 do in these assays?
mHTT-CaM PPI inh: 3; Pf apPOL block: -5

How did COc1ccc(OC)c(NC(=O)CN2C(=O)C(c3ccc(F)cc3)=NC2(C)C)c1 do in these assays?
mHTT-CaM PPI inh: -4; Pf apPOL block: -6

Results for O=C(c1ccco1)N1CCN(S(=O)(=O)c2ccccc2)CC1 ?
mHTT-CaM PPI inh: -5; Pf apPOL block: -10

Results for COc1ccc(C(O)=C2C(=O)C(=O)N(CCCN3CCOCC3)C2c2ccc(C)o2)cc1OC (configuration not stated) ?
mHTT-CaM PPI inh: 5; Pf apPOL block: -5

How did Cc1ccc(C(=O)Nc2cc3cccc([N+](=O)[O-])c3oc2=O)cc1[N+](=O)[O-] do in these assays?
mHTT-CaM PPI inh: 1; Pf apPOL block: 6

How did Cc1ccc(C(=O)N2CCC(CC(=O)NCCN3CCCCC3)CC2)cc1 do in these assays?
mHTT-CaM PPI inh: 0; Pf apPOL block: -5

How did COc1cccc(/C=C2\N=C(c3cccc(Br)c3)OC2=O)c1 do in these assays?
mHTT-CaM PPI inh: 5; Pf apPOL block: -5

What do the screens show for `FC(F)Oc1ccccc1C1C=C(c2ccc(I)cc2)Nc2ncnn21` (configuration not stated)?
mHTT-CaM PPI inh: -1; Pf apPOL block: 3

Results for O=C(O)C12CC3CC(C1)CC(C(F)(F)C(F)C(F)(F)F)(C3)C2 (configuration not stated) ?
Pf apPOL block: -7&-5

Results for c1ccc(Cn2ncc3c(N4CCOCC4)ncnc32)cc1 ?
mHTT-CaM PPI inh: -3; Pf apPOL block: -1

Next part; the last 4 above are carried over.
How did COc1cccc(/C=C2\N=C(c3cccc(Br)c3)OC2=O)c1 do in these assays?
mHTT-CaM PPI inh: 5; Pf apPOL block: -5

What do the screens show for `FC(F)Oc1ccccc1C1C=C(c2ccc(I)cc2)Nc2ncnn21` (configuration not stated)?
mHTT-CaM PPI inh: -1; Pf apPOL block: 3

Results for O=C(O)C12CC3CC(C1)CC(C(F)(F)C(F)C(F)(F)F)(C3)C2 (configuration not stated) ?
Pf apPOL block: -7&-5

Results for c1ccc(Cn2ncc3c(N4CCOCC4)ncnc32)cc1 ?
mHTT-CaM PPI inh: -3; Pf apPOL block: -1

Results for O=[N+]([O-])c1cccnc1Sc1n[nH]c(-c2ccc(Cl)cc2)n1 ?
Pf apPOL block: -11

How did CCOc1ccc(NC=C2C(=O)OC(C)(C)OC2=O)cc1 do in these assays?
mHTT-CaM PPI inh: 2; Pf apPOL block: -1

Results for COc1ccc(-n2c(CN3CCN(C)CC3)nc3ccc([N+](=O)[O-])cc3c2=O)c(OC)c1 ?
mHTT-CaM PPI inh: -4; Pf apPOL block: 1

What do the screens show for `CNC(=O)c1cc(N2CCCC2)nc2c(Cl)cccc12`?
mHTT-CaM PPI inh: 3; Pf apPOL block: -5

How did Cc1ccc(NC(=O)C2CCCN(C(=O)c3ccccc3F)C2)c(Cl)c1 (configuration not stated) do in these assays?
mHTT-CaM PPI inh: 30; Pf apPOL block: 0

How did Cc1cc(C)cc(N2CCN(S(=O)(=O)c3ccc(F)cc3)C(C)C2=O)c1 (configuration not stated) do in these assays?
mHTT-CaM PPI inh: 6; Pf apPOL block: -2

Results for CCc1ccccc1NC(=O)c1ccc(F)c(S(=O)(=O)NC2CCCC2)c1 ?
mHTT-CaM PPI inh: 4; Pf apPOL block: -4

How did COc1ccc(CC(=O)Nc2ccc(F)c(Cl)c2)cc1 do in these assays?
mHTT-CaM PPI inh: 46; Pf apPOL block: -1

How did CCOc1ccccc1NC(=O)N1CCC(N2CCN(Cc3cccc(C)c3)C2=O)CC1 do in these assays?
mHTT-CaM PPI inh: 12; Pf apPOL block: -3

What do the screens show for `Cc1ccc(C2=NN(C(=O)CN3CCOCC3)C(c3ccccc3F)C2)c(C)c1` (configuration not stated)?
mHTT-CaM PPI inh: 24; Pf apPOL block: 0

What do the screens show for `COC(=O)C(C)Oc1ccc2c(c1)OC(=Cc1ccc(C)cc1)C2=O` (configuration not stated)?
mHTT-CaM PPI inh: 3; Pf apPOL block: 3

What do the screens show for `Cc1ccc(OCCCCN2CCOCC2)cc1`?
mHTT-CaM PPI inh: -14; Pf apPOL block: -1

Results for COc1cccc2cc(C(=O)Nc3ccccc3)c(=Nc3cccc(C#N)c3)oc12 ?
mHTT-CaM PPI inh: 2; Pf apPOL block: -2

What do the screens show for `CCc1cccc2c3c([nH]c12)CCC(NC(=O)C1CC=CCC1)C3` (configuration not stated)?
mHTT-CaM PPI inh: 36; Pf apPOL block: 27

Results for COc1ccccc1-c1nc(C2CCCN(C(=O)c3ccc(C#N)cc3F)C2)no1 (configuration not stated) ?
mHTT-CaM PPI inh: 17; Pf apPOL block: 2

How did CCc1ccc(C2=CC(c3ccc(Cl)cc3)n3ncnc3N2)cc1 (configuration not stated) do in these assays?
mHTT-CaM PPI inh: 27; Pf apPOL block: -3

Results for Cc1cc(OCC(=O)Nc2cccc(C(F)(F)F)c2)ccc1Cl ?
mHTT-CaM PPI inh: -13; Pf apPOL block: -1

How did Cc1ccc(S(=O)(=O)N2CCC(n3cnc4c(C)cccc4c3=O)CC2)cc1 do in these assays?
mHTT-CaM PPI inh: -4; Pf apPOL block: -3

Results for Cc1ccc(C2CCCN2C(=O)NCCc2ccccc2)cc1 (configuration not stated) ?
mHTT-CaM PPI inh: -4; Pf apPOL block: 0

What do the screens show for `Cc1ccccc1N1CCN(C(=O)c2ccc3c(c2)CC(=O)N3C)CC1`?
mHTT-CaM PPI inh: 31; Pf apPOL block: 1

Results for Cc1cc(NS(=O)(=O)c2ccc(NC(=O)c3ccc([N+](=O)[O-])s3)cc2)no1 ?
mHTT-CaM PPI inh: 14; Pf apPOL block: 0

How did Cn1c(=NN=c2oc3ccccc3n2C)oc2ccccc21 do in these assays?
Pf apPOL block: 1

Results for O=C(NC1CCCC1)C1CCCN(c2nn3c(=O)c4c(nc3s2)CCCC4)C1 (configuration not stated) ?
mHTT-CaM PPI inh: 5; Pf apPOL block: 2

What do the screens show for `O=c1[nH]c(-c2ccc(F)cc2)cn1-c1cccc(Cl)c1`?
mHTT-CaM PPI inh: 3; Pf apPOL block: -5

Results for CC(=O)N1CCc2cc(Br)cc(S(=O)(=O)N3CCc4ccccc4C3)c21 ?
mHTT-CaM PPI inh: 0; Pf apPOL block: -4

Results for COc1ccc(-c2nc3cc(C)ccc3o2)cc1NC(=O)c1ccco1 ?
mHTT-CaM PPI inh: -1; Pf apPOL block: -6

Results for Clc1ccc(-c2nnc3ccc(NCc4ccccc4)nn23)cc1 ?
mHTT-CaM PPI inh: -2; Pf apPOL block: -7

Results for CCOc1ccc(-c2nc(-c3cccc(-c4ccnn4C)c3)no2)cc1 ?
mHTT-CaM PPI inh: -6; Pf apPOL block: 4

Results for O=C(NCc1ccco1)N1CCC(n2c(-c3ccsc3)nc3cccnc32)C1 (configuration not stated) ?
mHTT-CaM PPI inh: 9; Pf apPOL block: 3

Results for C=C(C)COc1ccc2oc(-c3ccccc3)c(C(=O)O)c2c1 ?
mHTT-CaM PPI inh: -6; Pf apPOL block: 17

How did CC(C(=O)O)N1C(=O)C2C3C=CC(C3)C2C1=O (configuration not stated) do in these assays?
mHTT-CaM PPI inh: 1; Pf apPOL block: -6

What do the screens show for `C1=C(c2ccccc2)C2CC=C(c3ccccc3)C2C1` (configuration not stated)?
Pf apPOL block: -4

Results for Cc1ccc(/C=C2\N=C(c3ccc(C)c(C)c3)OC2=O)cc1 ?
mHTT-CaM PPI inh: 0; Pf apPOL block: -1

How did CC(C)C1Oc2ccccc2C2CC(c3ccccc3)=NN21 (configuration not stated) do in these assays?
mHTT-CaM PPI inh: -4; Pf apPOL block: -4

How did O=C(CN(c1ccccc1)S(=O)(=O)c1ccccc1[N+](=O)[O-])Nc1cccnc1 do in these assays?
mHTT-CaM PPI inh: 3; Pf apPOL block: -1

How did N#Cc1cnc2ccccc2c1N1CCC(C(=O)Nc2ccc(F)cc2)CC1 do in these assays?
mHTT-CaM PPI inh: -5; Pf apPOL block: 0

What do the screens show for `O=C(c1ccc2cc[nH]c2c1)N1CCN(c2cc(-c3cccnc3)[nH]n2)CC1`?
mHTT-CaM PPI inh: 16; Pf apPOL block: -4

What do the screens show for `COc1ccc(CCNC(=O)C2CCN(c3cc(-n4ccnc4)ncn3)CC2)cc1OC`?
mHTT-CaM PPI inh: -14; Pf apPOL block: -4

What do the screens show for `CCn1cc(CN2CCC(C(=O)NCc3ccc(OC)cc3)CC2)c2ccccc21`?
mHTT-CaM PPI inh: 2; Pf apPOL block: 0

What do the screens show for `CC(C)c1cc(C2CCCN2Cc2cn[nH]c2-c2ccccc2)on1` (configuration not stated)?
mHTT-CaM PPI inh: 11; Pf apPOL block: 3

Results for CCn1cc(C(=O)O)c(=O)c2cc(Cl)ccc21 ?
Pf apPOL block: 1

Results for COc1ccccc1NC(=O)CN1CCN(CC(=O)Nc2ccccc2F)CC1 ?
mHTT-CaM PPI inh: -12; Pf apPOL block: -1

What do the screens show for `Cc1nn(C)cc1C(=O)Nc1c(C)n(C)n(-c2ccccc2)c1=O`?
mHTT-CaM PPI inh: -9; Pf apPOL block: -9

What do the screens show for `CSc1cccc(-n2cc(-c3ccc(Br)cc3)[nH]c2=O)c1`?
mHTT-CaM PPI inh: 15; Pf apPOL block: 3

What do the screens show for `NS(=O)(=O)c1ccc(NC(=O)C(F)(F)F)cc1`?
mHTT-CaM PPI inh: 0; Pf apPOL block: -1

Results for CCC(Sc1nc2ccsc2c(=O)n1C1CC1)C(=O)Nc1cccc(C)c1 (configuration not stated) ?
mHTT-CaM PPI inh: 27; Pf apPOL block: -7

Results for COc1ccc(/C=C2/N=C(c3ccco3)OC2=O)c(OC)c1OC ?
mHTT-CaM PPI inh: 0; Pf apPOL block: -4

Results for C#CCN1C(=O)S/C(=C\c2cc3c(cc2Cl)OCO3)C1=O ?
mHTT-CaM PPI inh: -6; Pf apPOL block: -1

Results for O=C(NC1CCCCCCC1)c1cc(F)c(F)cc1Cl ?
mHTT-CaM PPI inh: -1; Pf apPOL block: 1

Results for Cc1ccc(Oc2nccnc2N2CCCC(C(=O)NCc3ccc4c(c3)OCO4)C2)cc1 (configuration not stated) ?
mHTT-CaM PPI inh: 5; Pf apPOL block: -2

What do the screens show for `Cc1cc(NS(=O)(=O)c2cccs2)n[nH]1`?
Pf apPOL block: -5

Results for O=C1CSC(c2ccc(F)cc2)N1c1ccccc1 (configuration not stated) ?
mHTT-CaM PPI inh: -6; Pf apPOL block: -6

How did CCOc1ccc(C(C)NC(=O)c2ccnc3c(NC(C)=O)cccc23)cc1 (configuration not stated) do in these assays?
mHTT-CaM PPI inh: 4; Pf apPOL block: 2

How did O=C(Nc1nc2c(s1)COCC2)c1ccc(OC(F)(F)F)cc1 do in these assays?
mHTT-CaM PPI inh: -7; Pf apPOL block: -18

What do the screens show for `Cc1ccc(-n2nc3c(c2NC(=O)CC(C)C)CS(=O)(=O)C3)cc1`?
mHTT-CaM PPI inh: -5; Pf apPOL block: -6

How did CCSc1nnc(NC(=O)c2sc3ccccc3c2Cl)s1 do in these assays?
mHTT-CaM PPI inh: -4; Pf apPOL block: 0

How did CN(C)c1ccc(C(=O)N2CCC(COc3ccccc3C(=O)N3CCCCC3)CC2)cc1 do in these assays?
mHTT-CaM PPI inh: 25; Pf apPOL block: -5

What do the screens show for `CCOc1ccc(C2C(C#N)=C(C(C#N)C#N)NC(O)(C3CC3)C2[n+]2ccc(C)cc2)cc1` (configuration not stated)?
mHTT-CaM PPI inh: 17; Pf apPOL block: -3

What do the screens show for `Cc1cccc2nnc(N3CCN(C(=O)c4ccc(F)cc4)CC3)n12`?
mHTT-CaM PPI inh: -7; Pf apPOL block: 1

Results for CC(C)c1ccc(OCC(=O)Nc2cccc(-c3nc4ncccc4o3)c2)cc1 ?
mHTT-CaM PPI inh: 0; Pf apPOL block: -3

In the list so far, 3 contain bromine:
How did COc1cccc(/C=C2\N=C(c3cccc(Br)c3)OC2=O)c1 do in these assays?
mHTT-CaM PPI inh: 5; Pf apPOL block: -5

Results for CC(=O)N1CCc2cc(Br)cc(S(=O)(=O)N3CCc4ccccc4C3)c21 ?
mHTT-CaM PPI inh: 0; Pf apPOL block: -4

What do the screens show for `CSc1cccc(-n2cc(-c3ccc(Br)cc3)[nH]c2=O)c1`?
mHTT-CaM PPI inh: 15; Pf apPOL block: 3

(continued)
How did Cc1ccc(Cl)cc1N(Cc1ccc(C(=O)N(C)C)cc1)S(=O)(=O)c1ccccc1 do in these assays?
mHTT-CaM PPI inh: 20; Pf apPOL block: 0

What do the screens show for `COc1ccc(C2=CC(c3ccco3)n3ncnc3N2)cc1OC` (configuration not stated)?
mHTT-CaM PPI inh: 15; Pf apPOL block: -65

Results for COc1ccc(N2C(=O)CSC2CCCN(C)C)c(OC)c1 (configuration not stated) ?
mHTT-CaM PPI inh: 0; Pf apPOL block: 12

How did O=C(NCc1cc(F)cc(F)c1)C1CCN(c2cc(N3CCSCC3)ncn2)CC1 do in these assays?
mHTT-CaM PPI inh: -4; Pf apPOL block: -8

What do the screens show for `COc1ccc(CCNc2ncnc3sc(C)c(C)c23)cc1OC`?
mHTT-CaM PPI inh: 7; Pf apPOL block: 12

What do the screens show for `Cc1ccc(OCCNC(=O)CSc2ccc(C(F)(F)F)cc2[N+](=O)[O-])cc1C`?
mHTT-CaM PPI inh: 6; Pf apPOL block: -4

Screening data deposited in PubChem BioAssay by University of Kansas High Throughput Screening Laboratory.
